TRHR ag – agonists of human TRH receptor; P34981; TRHR cells, calcium flux fluo-8, FDSS agonist mode; activation, % at 2 µM; 0.18% of 360,000 active; also: 0% is about no effect
Target sequence (P34981 whole entry, looked up): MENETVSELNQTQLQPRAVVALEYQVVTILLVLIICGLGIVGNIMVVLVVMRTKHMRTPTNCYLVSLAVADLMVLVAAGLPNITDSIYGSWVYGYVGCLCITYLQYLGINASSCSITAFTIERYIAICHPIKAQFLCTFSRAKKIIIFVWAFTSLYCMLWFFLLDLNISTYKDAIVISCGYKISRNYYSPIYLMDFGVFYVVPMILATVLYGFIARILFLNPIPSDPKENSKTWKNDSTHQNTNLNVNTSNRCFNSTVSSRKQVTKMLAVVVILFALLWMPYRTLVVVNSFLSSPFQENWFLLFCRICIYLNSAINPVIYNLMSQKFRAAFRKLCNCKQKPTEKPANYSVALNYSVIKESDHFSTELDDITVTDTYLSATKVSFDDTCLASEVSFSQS
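Read-out: compound-evoked intracellular calcium rise in TRHR cells, fluo-8 dye, kinetic FDSS fluorescence at 1 s/cycle following a 10-cycle baseline. Cells cultured overnight before dye loading (30 min–1.5 h, RT).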
TRHR enhancer – TRH receptor (human) allosteric enhancement; P34981; AID 493056; 0.66% of 360,000 active; TRHR cells, fluo-8 calcium fluorescence, EC20 TRH enhancement; enhancement, % at 2 µM; in the data active = enhancement above about 30%; also: 0% is about no effect
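Enhancer read-out: after compound pinning and an initial kinetic agonist-mode read, an EC20 of TRH (10 nM final) was injected and fluo-8 calcium signal (Ex 480/Em 530) followed at 1 s/cycle for 100 cycles in TRHR-expressing cells.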
RXFP1 antagonist – blocks the human relaxin receptor RXFP1; Q9HBX9; HEK293-RXFP1, relaxin-stimulated cAMP HTRF, 30 min; hits give low values; activity change, negative = inhibition, % at 57.5 µM; 0.59% of 350,000 active; AID 1259400;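 active = activity change of -60% or lower, but not beyond a set lower limit; inconclusive = change between -60% and -40%, or beyond the set limit; inactive = change above -40%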; also: % is scaled to controls: 0 for no effect and ±100 for the full control effect
D2 potentiator – positively modulates the human D2 dopamine receptor allosterically; P14416; HEK293 T-REx D2, calcium flux, EC20 dopamine potentiation; potentiation, % at 10 µM; 0.34% of 340,000 active; AID 485347;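 active = potentiation over 3 SD above the plate norm, cut at about 30% in these data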; also: 0% is about no effect
Target sequence (P14416 whole entry, looked up): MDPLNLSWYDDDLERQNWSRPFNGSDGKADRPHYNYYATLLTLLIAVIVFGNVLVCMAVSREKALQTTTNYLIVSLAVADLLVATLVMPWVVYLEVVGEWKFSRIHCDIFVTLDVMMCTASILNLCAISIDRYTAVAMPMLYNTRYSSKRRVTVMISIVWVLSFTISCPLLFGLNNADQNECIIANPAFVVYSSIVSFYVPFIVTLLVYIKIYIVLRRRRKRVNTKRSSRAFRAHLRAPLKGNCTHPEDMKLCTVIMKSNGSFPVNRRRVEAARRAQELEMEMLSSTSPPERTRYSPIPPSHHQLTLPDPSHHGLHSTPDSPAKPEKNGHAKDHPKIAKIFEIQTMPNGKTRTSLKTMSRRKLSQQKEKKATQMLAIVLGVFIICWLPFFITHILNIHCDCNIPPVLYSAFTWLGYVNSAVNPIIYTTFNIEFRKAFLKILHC
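Potentiation of an EC20 dopamine calcium response is measured in a force-coupled, tetracycline-inducible Hek293 Trex D2 line. Compound-only kinetic reads over 180 s flag agonists before dopamine addition.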
D1 potentiator – human D1 dopamine receptor positive modulation; 0.036% of 360,000 active; HEK293 TREx D1 cells, calcium flux, dopamine EC20 potentiation; potentiation, % at 10 µM; P21728; in the data active = potentiation above about 30%; also: 0% is about no effect
D2 antagonist – antagonizes the human D2 dopamine receptor | P14416 | HEK293 TREx D2 cells, calcium flux, dopamine EC80 | inhibition, % at 10 µM | 2% of 340,000 active | AID 485344; in the data active = inhibition above about 30%; also: 0% is about no effect
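Read-out: kinetic calcium fluorescence (1 cycle/s) in inducible HEK293 T-REx D2 cells after an EC80 dopamine addition that followed 180 s compound preincubation. Loss of the dopamine response indicates antagonism.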
D1 ag – agonists of human D1 dopamine receptor. P21728. HEK293 T-REx D1 cells, calcium flux, agonist mode. activation, % at 2 µM. 1% of 360,000 active; also: 0% is about no effect
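Agonism was scored from calcium flux recorded over 180 s (1 read/s) after pintool compound addition, following a 10-cycle baseline. Cells were inducible force-coupled HEK293 TREx D1, plated overnight at 30 C and loaded with no-wash calcium dye.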
D2 ag – agonists of human D2 dopamine receptor; P14416; activation, % at 2 µM; AID 485358; 0.53% of 340,000 active; HEK293 T-REx D2 cells, calcium flux agonist mode;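 active = activation over 3 SD above normal in the single-dose calcium agonist read, cut at about 30% in these data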; also: 0% is about no effect
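Agonism is scored from calcium flux in a force-coupled, inducible HEK293 cell line expressing D2, read kinetically for 180 s after compound addition against dopamine controls.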
D1 antag – blocks dopamine activation of the human D1 receptor; HEK293 TREx D1 cells, calcium flux, dopamine EC80; hits give low values; activity change, negative = inhibition, % at 10 µM; 3.2% of 360,000 active; in the data active = activity change below about -30%; also: % is scaled to controls: 0 for no effect and ±100 for the full control effect
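Cells carrying a force-coupled, tetracycline-inducible human D1 receptor report calcium flux. Each well gets a 10 s baseline, compound with 180 s monitoring, then an EC80 dopamine stimulus with a second 180 s kinetic read.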
* = called active by the depositor; ? = inconclusive; nt = no result given. Rule as the data show it, unless noted: active = activation above about 30%; inactive = the rest.

SMILES | TRHR ag | TRHR enhancer | RXFP1 antagonist | D2 potentiator | D1 potentiator | D2 antagonist | D1 ag | D2 ag | D1 antag
COc1ccc(S(=O)(=O)N2CCCOC2CNC(=O)C(=O)NCc2ccccn2)cc1 (stereo not drawn) | 0.4 | -5.9 | -2.9 | -3.9 | -0.8 | -12.1 | 2.0 | -0.1 | 4.1
Cc1ccc(-n2c(C)cc(/C=N/NC(=O)CN(c3ccc(C)cc3C)S(C)(=O)=O)c2C)cc1 | -0.3 | 9.6 | -4.9 | -8.4 | 1.1 | -0.9 | 1.2 | -0.6 | -13.6
Cc1ccccc1NC(=S)NNC(=O)c1ccco1 | -0.2 | -3.6 | 1.9 | -3.9 | -5.4 | -10.4 | 12.2 | 0.1 | -13.2
COC(=O)CSc1nc2ccccc2c(=O)n1Cc1ccccc1 | -0.4 | -0.7 | 29.0 | 6.9 | -1.1 | -11.2 | 5.8 | -0.5 | 17.2
CCOC(=O)C1=C(COC(=O)/C=C/c2ccc(Cl)cc2)NC(=O)NC1C (stereo not drawn) | -0.2 | 1.4 | -24.1 | -14.4 | -0.1 | 7.5 | 2.8 | -0.1 | -2.2
COCCNC(=O)CSc1nnc(-c2ccc(OC)c(OC)c2)c(-c2ccc(OC)c(OC)c2)n1 | -0.1 | 0.4 | ? | 5.2 | -3.0 | nt | -0.7 | 0.5 | -16.7
O=C1CCCCC1C(Nc1ccc(Br)cc1)c1ccccc1 (stereo not drawn) | 0.8 | 0.1 | -31.3 | -4.0 | -4.0 | 6.8 | 4.3 | 0.0 | 0.4
CC(C)(C)[C@@H]1CCC(=O)N(CC[C@H](Sc2ccccc2)c2ccccc2)CC1 | 1.5 | -12.9 | nt | -6.6 | -0.8 | 9.1 | 15.4 | 0.1 | -17.7
O=C(Nc1cnc2ccccn2c1=O)c1ccc(F)cc1 | 0.6 | 1.1 | 4.9 | nt | -5.1 | nt | 2.8 | nt | 3.6
COc1cc2c(C)nc3onc(-c4ccccc4)c3c2cc1OC | 0.0 | 14.1 | 5.3 | -8.8 | -0.7 | -18.5 | 6.4 | -2.1 | 12.2
Cc1ccc(S(=O)(=O)N2[C@@H](c3ccccc3)C(C(=O)O)=CC[C@H]2c2cccc(C)c2)cc1 | -0.2 | 4.8 | nt | -8.0 | -7.5 | 6.2 | 0.5 | -0.4 | 11.5
CCc1ccc(NC(=O)CSc2nc3c([nH]c4ccccc43)c(=O)n2C)cc1 | 0.2 | -6.5 | 7.7 | -6.8 | -4.0 | nt | 0.2 | -0.2 | 10.1
CN(C)c1nc(N)c([N+](=O)[O-])c(NCCO)n1 | -0.3 | 1.8 | 1.8 | -0.3 | -0.5 | 9.3 | 1.2 | -0.5 | -6.6
COc1ccc(-c2cc(C(=O)NCc3cccs3)no2)cc1 | 0.4 | 0.3 | 4.1 | 2.4 | 3.6 | -10.1 | 2.6 | -1.0 | 2.0
Cc1cc(C)n(CC(=O)NN)n1 | 0.1 | -2.9 | 7.0 | -2.2 | -8.8 | 22.5 | 0.8 | -3.1 | -4.1
O=C(CSc1nnc(SCc2ccccc2)s1)N/N=C/C=C/c1ccco1 | -0.2 | 6.5 | -11.2 | 11.0 | -6.2 | -15.0 | 2.6 | 0.3 | 4.9
Cc1ccc(O)c(NC(=O)c2cc([N+](=O)[O-])ccc2Cl)c1 | -1.5 | 8.8 | 0.8 | nt | -3.6 | nt | 7.7 | nt | -30.2*
O=C(/C=C/c1ccc(-c2ccc(F)cc2)o1)N1CCCC1 | -1.1 | -0.6 | -27.7 | -5.4 | 5.0 | 8.0 | 2.7 | -0.9 | -16.9
Cn1c(SCC(=O)N2CCCCC2)nc2cccnc21 | 0.2 | -4.6 | 8.0 | -10.6 | -1.9 | 4.8 | 1.8 | -0.3 | -10.0
COC(=O)c1ccccc1NC(=O)CCC(=O)N1CCOc2ccccc21 | -0.9 | -8.2 | -13.2 | 12.1 | -2.2 | nt | -1.7 | 0.8 | -11.6
CCC1CCCCN1CC(=O)N1CCCc2c1c(=O)oc1ccc(OCc3ccccc3)cc21 (stereo not drawn) | 0.7 | 3.8 | nt | 3.5 | -2.3 | nt | 3.8 | -0.6 | 27.2
COC(=O)c1ccccc1NC(=O)CCCn1nc([N+](=O)[O-])cc1C | 0.2 | -5.9 | -18.9 | nt | 5.3 | nt | 4.0 | nt | 10.5
CCc1ccccc1NC(=O)NCc1ccccn1 | -0.6 | 6.2 | 3.9 | nt | -2.8 | nt | 1.1 | nt | 3.0
CC(CNC(=O)c1csc2c1CCCCC2)c1ccccc1 (stereo not drawn) | 1.6 | -3.0 | nt | -12.2 | -6.3 | nt | 12.1 | 0.7 | -0.9

Retrieved one by one from the list above, 3 records:
SMILES | TRHR ag | TRHR enhancer | RXFP1 antagonist | D2 potentiator | D1 potentiator | D2 antagonist | D1 ag | D2 ag | D1 antag
Cc1cc(C)n(CC(=O)NN)n1 | 0.1 | -2.9 | 7.0 | -2.2 | -8.8 | 22.5 | 0.8 | -3.1 | -4.1
Cc1ccc(O)c(NC(=O)c2cc([N+](=O)[O-])ccc2Cl)c1 | -1.5 | 8.8 | 0.8 | nt | -3.6 | nt | 7.7 | nt | -30.2*
CN(C)c1nc(N)c([N+](=O)[O-])c(NCCO)n1 | -0.3 | 1.8 | 1.8 | -0.3 | -0.5 | 9.3 | 1.2 | -0.5 | -6.6

New compounds follow
SMILES | TRHR ag | TRHR enhancer | RXFP1 antagonist | D2 potentiator | D1 potentiator | D2 antagonist | D1 ag | D2 ag | D1 antag
Cc1ncoc1C(=O)Nc1ccc2c(c1)OCCO2 | 0.0 | 6.1 | 20.6 | 3.1 | 0.7 | -22.8 | 0.4 | -0.3 | 5.5
CN(/N=C\c1ccc(O)c(O)c1)c1nc(-c2ccccc2)cc(-c2ccccc2)n1 | -0.5 | 12.5 | -22.6 | 9.7 | 1.1 | nt | 3.7 | nt | 4.7
O=C(CCCCCN1C(=O)c2ccccc2C1=O)Nc1ccc(S(=O)(=O)N2CCCCC2)cc1 | -0.3 | -0.1 | -0.5 | 5.7 | 2.2 | -6.5 | 0.1 | -0.4 | -3.1
COC(=O)c1cc(NCc2c(F)cccc2Cl)ccc1N1CCOCC1 | 0.6 | -3.6 | -1.7 | 2.7 | 0.6 | -14.3 | -0.2 | 0.3 | 5.6
CC(=O)Nc1ccc(NC(=O)CSc2nnnn2-c2ccccc2F)cc1 | -0.2 | -0.2 | -0.8 | 4.6 | -1.1 | -7.4 | 2.1 | -1.0 | -8.6
OCc1nc2ccccc2n1CC(O)COc1ccccc1 (stereo not drawn) | 0.5 | -5.5 | -1.7 | -9.7 | -2.8 | 12.1 | 3.7 | -0.2 | 6.5
O=C(Nc1cccc(C(F)(F)F)c1)Oc1ccc(Cl)c2cccnc12 | 2.4 | -10.5 | -28.2 | -7.3 | -4.6 | -18.0 | 33.7* | 4.3 | -20.7
O=C(CCN1C(=O)/C(=C\c2cccs2)SC1=S)NC1=NCCS1 | -0.5 | 15.8 | -12.9 | 1.1 | -2.8 | -1.4 | 10.7 | -0.3 | -2.0
CCCn1c2c(c(O)c(C(=O)Nc3ccc(OCC)cc3)c1=O)CCCC2 | 0.5 | 0.4 | nt | 2.2 | -3.0 | -7.1 | 2.6 | 0.1 | -11.9
CC1CCCN(C(=O)COc2ccc(Nc3ccccc3)cc2)C1 (stereo not drawn) | 0.0 | 5.7 | -17.4 | -0.1 | -2.4 | 4.5 | 12.6 | 3.3 | -28.7
O=C1CCc2cc(S(=O)(=O)NCc3ccc(F)cc3)cc3c2N1CCC3 | -1.0 | 7.5 | -0.5 | 15.2 | -1.9 | -24.1 | 11.6 | -0.3 | -20.4
Cc1nc(N2CCOCC2)nc(N2CCN(c3ccccc3)CC2)c1[N+](=O)[O-] | 0.6 | 6.6 | -7.4 | 18.2 | -4.0 | -6.7 | 1.0 | nt | 3.3

Of the compounds above, these have two or more sulfur atoms.
SMILES | TRHR ag | TRHR enhancer | RXFP1 antagonist | D2 potentiator | D1 potentiator | D2 antagonist | D1 ag | D2 ag | D1 antag
O=C(CSc1nnc(SCc2ccccc2)s1)N/N=C/C=C/c1ccco1 | -0.2 | 6.5 | -11.2 | 11.0 | -6.2 | -15.0 | 2.6 | 0.3 | 4.9
O=C(CCN1C(=O)/C(=C\c2cccs2)SC1=S)NC1=NCCS1 | -0.5 | 15.8 | -12.9 | 1.1 | -2.8 | -1.4 | 10.7 | -0.3 | -2.0

(cont.)
SMILES | TRHR ag | TRHR enhancer | RXFP1 antagonist | D2 potentiator | D1 potentiator | D2 antagonist | D1 ag | D2 ag | D1 antag
O=C(c1cccc(C(F)(F)F)c1)C1CCCN(Cc2cccn2-c2ccccn2)C1 (stereo not drawn) | 3.4 | 2.7 | -23.7 | -21.0 | -1.9 | 13.8 | 21.9 | 0.3 | 5.9
CCc1nc(SC)[nH]c(=O)c1C | -1.0 | 43.1* | -5.1 | 7.7 | -1.1 | -18.4 | 1.3 | 0.2 | 26.0
O=C(NCCCN1CCOCC1)c1ccc(Cl)cc1Cl | 0.4 | -2.3 | -3.3 | -4.6 | -1.9 | -2.2 | 2.2 | 2.7 | 3.1
COc1cccc(-c2oc3ccc(C)cc3c(=O)c2O)c1 | 6.0 | -2.7 | -15.5 | -13.7 | -3.6 | nt | 61.4* | 3.8 | 2.4
Cc1cc(NC(=O)Cn2cc([N+](=O)[O-])cn2)no1 | 0.8 | -4.2 | -7.2 | 0.6 | 1.0 | -23.1 | 0.5 | -0.3 | 13.8
COC(=O)/C(C#N)=C/c1c(N2CCN(c3cccc(Cl)c3)CC2)nc2c(C)cccn2c1=O | 1.9 | -3.8 | -6.7 | 5.2 | -1.6 | -14.3 | 5.4 | 2.1 | 9.4
CCCCCCSc1ccc(-c2nc3ccc(C)cn3c2NCc2ccccc2)cc1OC | 0.0 | 0.9 | nt | -4.6 | -8.7 | 1.7 | 2.4 | 0.6 | 13.2
CCOCCCNc1ncnc2c1cnn2-c1ccc(C)c(C)c1 | -0.2 | 2.1 | -5.3 | 4.1 | -3.2 | nt | -2.7 | -0.6 | 0.7
CC(=O)c1cccc(NC(=O)/C(=C/c2ccco2)NC(=O)c2ccco2)c1 | 0.0 | -1.7 | -7.1 | 7.6 | 38.0* | 9.8 | 1.4 | 0.3 | 11.3
COc1ccc(N(C(=O)c2ccco2)C(C(=O)NC2CCCC2)c2ccc(C)cc2)c(OC)c1 (stereo not drawn) | 0.6 | 2.9 | -0.7 | -6.6 | -1.0 | 1.6 | 3.4 | 1.7 | 31.5
Cc1ccc2nc(-c3cccc(-c4cccc(Cl)c4)c3)c(NCc3ccccc3)n2c1 | 0.8 | 2.8 | nt | -7.5 | -0.4 | nt | 4.3 | nt | -1.0
COc1ccc(C2=NOC(C(=O)O)C2)cc1 (stereo not drawn) | 0.3 | 2.7 | -5.9 | 5.1 | -3.4 | -9.1 | 2.1 | -2.0 | -10.3
CC(=O)N1c2ccc(S(=O)(=O)NCCC(=O)NCc3ccc(N(C)C)cc3)cc2CC1C (stereo not drawn) | -0.2 | 29.3 | 2.8 | 22.4 | -7.5 | -8.0 | 1.5 | -0.7 | 4.4
O=C(O)c1ccccc1C(=O)c1ccc2c(c1)CCC2 | -0.7 | -5.6 | 3.2 | -2.4 | 0.2 | -0.6 | 3.4 | 0.9 | 5.7
CCOC(=O)C1C(=O)Nc2nc(C)nn2C1c1ccccc1 (stereo not drawn) | 0.2 | -0.4 | 2.6 | 5.4 | 1.2 | 41.9* | 2.3 | 0.5 | -3.0

Compound activity as filed in PubChem BioAssay.
